Screening data as filed in PubChem BioAssay.
HCV core dimer = inhibitors of HCV core protein dimerization, primary screen, biochemical, TR-FRET, high-throughput | TR-FRET GST/Flag-core106 dimerization, 1536-well | inhibition, % at 5 µM | actives 0.33% (n = 300,000);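 active = inhibition above the mean of all tested compounds plus 3 SD, set per screening campaign, cut at about 45% in these data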
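Assay system: tagged HCV core106 pair (GST and Flag); medium: KF-containing HEPES buffer, pH 7.45, DTT, CHAPS, BSA; also added: Eu donor and XL665 acceptor anti-tag antibodies; dosing: 5 µM single dose; timing: compound-protein-antibody incubation 4 h at 22.5 °C; signal: TR-FRET 671 and 617 nm emission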
PP5 primary = PP5 phosphatase inhibitors, primary screen, biochemical, fluorescence. inhibition, % at 6.7 µM. actives 0.18% (n = 320,000). purified PP5c, OMFP substrate fluorescence;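 active = inhibition above the campaign's mean inhibition across all tested compounds plus 3 SD, cut at about 9.5% in these data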;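 note: 0% = DMSO only and 100% = 100 µM cantharidin control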
TPT1 inhibitor = Candida albicans TPT1 enzyme inhibitors, primary screen, biochemical, fluorescence polarization; tRNA 2'-phosphotransferase TPT1 (Candida albicans SC5314); recombinant caTPT1, FP RNA substrate dephosphorylation; inhibition, % at 5 µM; actives 0.81% (n = 300,000); AID 1962, 2009;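 active = inhibition above the mean of all tested compounds plus 3 SD, set per screening campaign, cut at about 24% in these data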;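 note: plate controls were DMSO alone for no effect and ferristatin control at 100 nM for full effect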
PP1 counter = PP1-alpha phosphatase inhibitors, primary screen, counter-screen for PP5 inhibitor project, biochemical, fluorescence, OMFP substrate, single point; actives 0.9% (n = 320,000); Serine/threonine-protein phosphatase PP1-alpha catalytic subunit (Homo sapiens), P62136; inhibition, % at 6.7 µM; purified PP1alpha;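 active = inhibition above the mean inhibition of all tested compounds plus 3 SD, computed separately for each screening campaign, cut at about 15% in these data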
Target sequence (P62136 whole entry, looked up): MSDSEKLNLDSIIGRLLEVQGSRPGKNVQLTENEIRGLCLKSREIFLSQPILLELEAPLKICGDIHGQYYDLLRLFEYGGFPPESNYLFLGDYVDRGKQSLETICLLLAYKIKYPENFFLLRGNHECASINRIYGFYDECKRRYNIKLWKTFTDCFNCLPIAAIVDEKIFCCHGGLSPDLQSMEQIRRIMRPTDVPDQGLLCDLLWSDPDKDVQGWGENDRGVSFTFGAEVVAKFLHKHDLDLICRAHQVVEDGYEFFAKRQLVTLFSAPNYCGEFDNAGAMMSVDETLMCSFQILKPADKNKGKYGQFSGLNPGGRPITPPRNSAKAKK
LYPLA2 counter = LYPLA2 inhibitors, primary screen, counter-screen for PME1 inhibitor project, biochemical, fluorescence polarization, FP-Rh probe ABPP | actives 0.38% (n = 320,000) | recombinant LYPLA2 | Acyl-protein thioesterase 2 (Homo sapiens), O95372 | AID 2177, 2009 | inhibition, % at 5.9 µM;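 active = inhibition above the screen-wide mean plus 3 SD, limit set per campaign, cut at about 26% in these data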;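 note: 0% = LYPLA2 with DMSO and 100% = wells lacking LYPLA2 enzyme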
Target sequence (O95372 whole entry, looked up): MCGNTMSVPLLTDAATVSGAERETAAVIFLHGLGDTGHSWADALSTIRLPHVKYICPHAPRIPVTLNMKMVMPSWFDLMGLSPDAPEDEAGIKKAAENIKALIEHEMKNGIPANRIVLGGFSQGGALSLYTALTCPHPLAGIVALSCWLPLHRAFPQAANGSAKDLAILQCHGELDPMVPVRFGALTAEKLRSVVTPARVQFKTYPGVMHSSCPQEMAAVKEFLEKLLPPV
PREPL inhibitor = PREPL enzyme inhibitors, primary screen, biochemical, fluorescence polarization; Prolyl endopeptidase-like (Homo sapiens), Q4J6C6; recombinant PREPL, fluorescence polarization activity-based probe; inhibition, % at 5.96 µM; actives 0.68% (n = 320,000); in the data active = inhibition above about 43%;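 note: 0% = enzyme with DMSO and 100% = wells lacking enzyme; many of its hits are not listed in these tables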
Efflux pump mplx = inhibitors of Candida efflux pumps in yeast, primary screen, S. cerevisiae, Nile Red, multiplex | inhibition, % at 10 µM | actives 0.44% (n = 330,000) | S. cerevisiae Candida pump triplex;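 active = plate passing quality check with inhibition over a set limit, or well fluorescence over plate mean plus 4 SD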;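 note: Nile Red retained in pooled yeast measured as flow cytometry median fluorescence; 0% = buffer negative control and 100% = Enniatin B positive control; higher means more Nile Red kept so more efflux inhibition; some compounds called inactive have numbers as strong as hits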
GASC-1 inh = inhibitors of GASC-1 histone demethylase, primary screen, biochemical, fluorescence, DELFIA europium; actives 0.069% (n = 330,000); GST-JMJD2C(1-420) H3K9me3 demethylation; inhibition, % at 2.35 µM; AID 2099, 2009; Lysine-specific demethylase 4C (Homo sapiens), Q9H3R0;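 active = more than half of a compound's replicate wells show inhibition beyond 50%, single wells judged on their own value; inconclusive = some, but no more than half, of replicates pass 50% inhibition; inactive = no replicate passes 50% inhibition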;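 note: signal counts dimethyl H3K9 product captured on neutravidin plate; 0% = median of DMSO wells and 100% = 0.3 times that DMSO median; strong numbers were not always called active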
Target sequence (Q9H3R0 1-420 limits assumed): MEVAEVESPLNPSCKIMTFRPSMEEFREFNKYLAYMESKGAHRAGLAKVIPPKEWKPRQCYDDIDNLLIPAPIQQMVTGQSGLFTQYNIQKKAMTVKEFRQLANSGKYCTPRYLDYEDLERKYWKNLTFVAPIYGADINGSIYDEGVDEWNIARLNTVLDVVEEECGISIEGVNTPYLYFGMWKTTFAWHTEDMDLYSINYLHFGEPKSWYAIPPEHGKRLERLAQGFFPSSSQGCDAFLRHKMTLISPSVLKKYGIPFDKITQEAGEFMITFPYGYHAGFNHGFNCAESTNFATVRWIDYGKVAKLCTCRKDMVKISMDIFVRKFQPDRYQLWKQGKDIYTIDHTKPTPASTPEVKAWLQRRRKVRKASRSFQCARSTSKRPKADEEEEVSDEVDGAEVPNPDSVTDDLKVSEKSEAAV
CTSL1 counter = Fasciola hepatica cathepsin L1 inhibitors, primary screen, counter-screen for PFM18AAP inhibitor project, biochemical, QFRET, fluorogenic peptide substrate | recombinant F. hepatica cathepsin L1, Z-Leu-Arg-MCA fluorescence | inhibition, % at 5.96 µM | actives 0.49% (n = 300,000);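 active = inhibition above the mean of all tested compounds plus 3 SD, set per screening campaign, cut at about 17% in these data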;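 note: 0% = plate median of test compound wells and 100% = 1 µM Z-Phe-Ala-diazomethylketone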
Numbers without * were called inactive; ? = inconclusive; / = not tested or not shown. The list is partial; count on the stated rates, not on these rows.

canonical_smiles	HCV core dimer	PP5 primary	TPT1 inhibitor	PP1 counter	LYPLA2 counter	PREPL inhibitor	Efflux pump mplx	GASC-1 inh	CTSL1 counter
Cc1nc(-c2ccc(NC(=O)c3ccccc3Br)cc2)cs1	-2	1.6	2	-1	2	4	1.2	1	3
Cc1cccc(CN2CCN(c3ncccn3)CC2)c1	-1	1.2	0	-2	5	-9	-0.1	8	2
Cc1ccc(C(=O)N/N=C\c2c(C)nn(-c3ccccc3)c2Cl)cn1	-10	1.0	3	-1	1	3	0.1	3	2
Cc1cc(C)n(-c2ccc(C(=O)Nc3cccc(S(=O)(=O)N4CCCC4)c3)cc2)n1	7	-0.2	3	3	1	-3	0.1	4	-1
COCCNC(=O)C1Cc2cc(S(=O)(=O)N3CCCC3)ccc2N1C(C)=O (stereo not given)	-4	-2.2	4	0	3	0	-0.1	4	-2
Cc1ccc(SCC(=O)Nc2cc([N+](=O)[O-])ccc2O)cc1	-2	0.3	-9	5	-2	1	-0.2	-3	4
COc1cccc(-n2cc(C(=O)NC(C)C)c3ccccc3c2=O)c1	3	0.1	2	-3	-1	3	0.1	10	-1
COc1ccccc1OCC(=O)N/N=C1/C=C(C)CC1	-1	-2.2	-2	0	-3	6	0.1	-17	-1
Cc1ccccc1-c1nnc(-c2cccs2)o1	-1	-0.2	0	0	-7	-4	0.0	2	1
CN(C)S(=O)(=O)c1ccc(N2CCCC2)c(C(=O)Nc2nc(-c3cc(F)ccc3F)cs2)c1	17	1.4	-7	-2	2	20	-0.2	-1	-2

canonical_smiles	HCV core dimer	PP5 primary	TPT1 inhibitor	PP1 counter	LYPLA2 counter	PREPL inhibitor	Efflux pump mplx	GASC-1 inh	CTSL1 counter
CC(C)CN1CCC(=O)N(CCOc2ccccc2)CC1	-10	2.8	1	-3	2	-9	0.1	4	-1
CC(=O)Nc1cccc(C(=O)OCC(=O)N2CCC(c3ccccc3)=N2)c1	2	5.2	0	-4	2	-7	0.1	-9	-2
CC(=O)Nc1cc2c3c(c1)CCN3C(=O)CC2	-3	-3.8	2	-3	6	-11	0.0	4	3
COCCN1Cc2cccc(C(=O)NCC3CCN(CC(C)C)C3)c2C1=O (stereo not given)	-10	5.4	-1	-7	3	15	-0.1	1	0
COc1ccccc1NC(=O)c1csc2c1CCCC2	0	1.8	-1	-3	4	-5	-0.1	0	-1
COCCCn1c(SCc2nnc(-c3ccc(OC)c(OC)c3)o2)nnc1-c1ccncc1	2	0.8	2	-2	1	-1	0.1	2	-2
O=C(N/N=C1\CCS(=O)(=O)c2ccc(F)cc21)c1ccc(O)cc1	-1	-0.4	-1	-5	9	0	-0.2	31	6
C/C(=N/OCO/N=C(\C)c1ccccc1F)c1ccccc1F	-4	-1.6	1	1	1	0	-0.3	1	-2
Cc1cccn2c(=O)c3cc(C(=O)NCC4CCCO4)c(=N)n(CCN4CCOCC4)c3nc12 (stereo not given)	3	-1.1	4	3	-4	20	0.3	11	1
O=C(COc1ccc(F)cc1Cl)Nc1ccccc1C(=O)N1CCCCC1	1	1.0	2	-6	1	21	0.2	?	1

canonical_smiles	HCV core dimer	PP5 primary	TPT1 inhibitor	PP1 counter	LYPLA2 counter	PREPL inhibitor	Efflux pump mplx	GASC-1 inh	CTSL1 counter
Cc1cc(C)n2ncc(C(=O)NCc3ccc(Cl)cc3)c2n1	0	3.9	-1	3	-1	7	0.2	-2	0
C[C@@H](C(=O)Nc1cccnc1)n1c(=O)[nH]c2ccccc2c1=O	-13	2.7	-6	1	12	5	0.1	7	1
COC(=O)c1cc2c(ccn2-c2ccc(F)cc2)n1Cc1ccc(C#N)cc1	4	2.2	-2	0	-3	18	-1.4	4	-1
Cc1cc(C)c(OCC(=O)NCC2COc3ccccc3O2)c(C)c1 (stereo not given)	/	5.1	/	8	3	-67	0.2	24	/
COc1cccc(CNC(=O)c2ccc(CS(=O)Cc3ccc(C)cc3)o2)c1 (stereo not given)	-10	-4.5	-3	-8	0	-9	0.2	-9	-3
O=C(c1ccco1)N1CCC(c2nc(-c3ccc(F)cc3)no2)CC1	0	1.8	6	-1	3	12	1.1	39	-2
Cc1[nH]c(C)c(S(=O)(=O)NCCc2ccc(S(N)(=O)=O)cc2)c1C(=O)N1CCCC1	-1	2.1	-1	2	-2	54*	0.0	3	-3
O=C(c1ccc(OC2CCN(C/C=C/c3ccccc3)CC2)cc1)N1CCCC1	4	4.1	2	-9	9	18	3.8	-4	-1
C/C(=N\NS(=O)(=O)c1ccc(Br)cc1)c1ccncc1	-4	0.6	-5	-7	0	17	-0.1	-5	1
COc1cc(N)c(C(=O)c2nccc3cc(OC)c(OC)cc23)cc1OC	-5	1.2	-2	-1	-2	-2	0.0	-6	-6

One compound at a time, from the list above.
COC(=O)c1cc2c(ccn2-c2ccc(F)cc2)n1Cc1ccc(C#N)cc1 as listed: HCV core dimer: 4; PP5 primary: 2.2; TPT1 inhibitor: -2; PP1 counter: 0; LYPLA2 counter: -3; PREPL inhibitor: 18; Efflux pump mplx: -1.4; GASC-1 inh: 4; CTSL1 counter: -1
COc1cc(N)c(C(=O)c2nccc3cc(OC)c(OC)cc23)cc1OC as listed: HCV core dimer: -5; PP5 primary: 1.2; TPT1 inhibitor: -2; PP1 counter: -1; LYPLA2 counter: -2; PREPL inhibitor: -2; Efflux pump mplx: 0.0; GASC-1 inh: -6; CTSL1 counter: -6

New compounds follow.
canonical_smiles	HCV core dimer	PP5 primary	TPT1 inhibitor	PP1 counter	LYPLA2 counter	PREPL inhibitor	Efflux pump mplx	GASC-1 inh	CTSL1 counter
O=C(NCc1ccccc1)N1CCOCC1	-3	-2.1	3	0	3	-2	0.0	7	-1
Cc1[nH]n(-c2ccccc2)c(=O)c1C(c1ccc(O)c([N+](=O)[O-])c1)c1c(C)[nH]n(-c2ccccc2)c1=O	4	2.5	-4	7	2	-3	0.0	1	3
O=C(COC(=O)c1cc(S(=O)(=O)N2CCOCC2)ccc1F)Nc1ccc(Cl)cn1	/	1.7	/	-2	1	11	-0.2	16	/
OC(CN1CCN(C(c2ccccc2)c2ccccc2)CC1)c1ccccc1 (stereo not given)	-2	3.3	-2	2	0	-18	0.6	-19	-6
Nc1nonc1-c1noc(CCCOc2ccc(Cl)cc2Cl)n1	-4	-3.5	-1	4	-5	-30	0.1	-39	2
CC(=O)OC(C(=O)NC1CCCCC1)c1cccc(C)c1 (stereo not given)	5	-1.6	-8	-6	2	-2	0.0	2	-28
COc1ccc(CCNC(=O)CSCc2ccc(C)cc2)cc1OC	3	-0.6	-2	2	-4	10	-0.2	-5	0
CCN(CC)S(=O)(=O)c1ccc2c(c1)N(CC(=O)Nc1cccnc1Cl)C(=O)CO2	5	0.1	1	-4	4	2	-0.1	31	1
CCC[C@@H]1CCCC/C=C\CCCC(=O)OCCN1C(=O)OC(C)(C)C	/	2.0	/	6	2	15	0.4	3	/
O=C(O)C1CCCCC1C(=O)NCCc1cccc(Cl)c1 (stereo not given)	1	-1.3	-2	-3	-6	-5	-0.1	/	0

canonical_smiles	HCV core dimer	PP5 primary	TPT1 inhibitor	PP1 counter	LYPLA2 counter	PREPL inhibitor	Efflux pump mplx	GASC-1 inh	CTSL1 counter
Cc1ccccc1Nc1nc(N)nc(COC(=O)c2cccc(S(=O)(=O)N(C)C)c2)n1	-6	4.2	-2	0	-2	18	-0.1	13	3
CCCCn1c(N)c(N(CCOC)C(=O)CSc2ccccc2C)c(=O)[nH]c1=O	2	-2.5	2	-1	2	0	0.0	6	1
CCn1c(=O)c2sccc2n(CC(=O)NC2CCCC2)c1=O	3	-1.0	1	-4	1	-5	-0.1	6	-2
COc1cccc(NS(=O)(=O)c2ccc3c(c2)CCCN3C(C)=O)c1	-1	1.2	1	-6	2	2	0.0	5	-5
Cc1nn(-c2ccc([N+](=O)[O-])cc2)c2c1C(c1cccc(Br)c1)N1C(=N2)C(=O)Nc2ccccc21 (stereo not given)	25	0.5	-1	2	-9	-12	0.9	-14	-1
COc1ccc(/C=C2/SC(=S)N(CCCC(=O)Nc3cccc(O)c3)C2=O)cc1	8	3.7	1	2	-36	-4	0.1	-6	4
O=C(NCCc1nc2ccccc2[nH]1)/C(=C/c1ccco1)NC(=O)c1ccc(Br)o1	2	-0.2	2	4	2	3	-0.1	-1	2
CCOc1cc(N2CCOCC2)c(OCC)cc1NC(=O)Cc1ccc(OC)c(OC)c1	2	1.2	0	-4	4	9	0.1	8	2
CC(C)(C)Cc1nnc(NC(=O)CSc2ccccc2)s1	-1	-0.8	-3	-1	4	11	-0.2	4	-1
CCOC(=O)CCN(Cc1sccc1C)S(=O)(=O)c1ccc(F)cc1	4	2.0	-1	1	4	7	0.0	-1	-5

Ordered by SMILES length (highest first): part of the list above
canonical_smiles	HCV core dimer	PP5 primary	TPT1 inhibitor	PP1 counter	LYPLA2 counter	PREPL inhibitor	Efflux pump mplx	GASC-1 inh	CTSL1 counter
Cc1nn(-c2ccc([N+](=O)[O-])cc2)c2c1C(c1cccc(Br)c1)N1C(=N2)C(=O)Nc2ccccc21 (stereo not given)	25	0.5	-1	2	-9	-12	0.9	-14	-1
COc1ccc(/C=C2/SC(=S)N(CCCC(=O)Nc3cccc(O)c3)C2=O)cc1	8	3.7	1	2	-36	-4	0.1	-6	4
CCOc1cc(N2CCOCC2)c(OCC)cc1NC(=O)Cc1ccc(OC)c(OC)c1	2	1.2	0	-4	4	9	0.1	8	2
COc1cccc(NS(=O)(=O)c2ccc3c(c2)CCCN3C(C)=O)c1	-1	1.2	1	-6	2	2	0.0	5	-5
CCn1c(=O)c2sccc2n(CC(=O)NC2CCCC2)c1=O	3	-1.0	1	-4	1	-5	-0.1	6	-2
